Screens as filed in PubChem BioAssay.
dFosB act: activators of mouse delta FosB homodimer; AID 493131; 0.99% of 340,000 active; P13346; activation, % at 25 µM; purified delta FosB, TAMRA-CDK5 oligo fluorescence polarization; percent of positive-control signal above neutral wells;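 active means mean activation above about 17%, with every replicate also reaching it, limit read from the data, passing the limit was not always enough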;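 further: fluorescence polarization rise as delta FosB binds a TAMRA Cdk5 AP-1 oligo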
SR-BI HDL uptake: mouse SR-BI HDL lipid transfer inhibition; Q61009; ldlA[mSR-BI] CHO cells, DiI-HDL uptake fluorescence, 3 h; inhibition, % at 12.5 µM; 0.96% of 320,000 active; AID 488896;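 active means mean replicate inhibition of at least 70% and a set share of replicates each scoring 70 or more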;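 further: 0% = median of neutral control wells and 100% = median of positive control wells; values of inactives mirror those of a sister screen read the other way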
Target sequence (Q61009 whole entry, looked up): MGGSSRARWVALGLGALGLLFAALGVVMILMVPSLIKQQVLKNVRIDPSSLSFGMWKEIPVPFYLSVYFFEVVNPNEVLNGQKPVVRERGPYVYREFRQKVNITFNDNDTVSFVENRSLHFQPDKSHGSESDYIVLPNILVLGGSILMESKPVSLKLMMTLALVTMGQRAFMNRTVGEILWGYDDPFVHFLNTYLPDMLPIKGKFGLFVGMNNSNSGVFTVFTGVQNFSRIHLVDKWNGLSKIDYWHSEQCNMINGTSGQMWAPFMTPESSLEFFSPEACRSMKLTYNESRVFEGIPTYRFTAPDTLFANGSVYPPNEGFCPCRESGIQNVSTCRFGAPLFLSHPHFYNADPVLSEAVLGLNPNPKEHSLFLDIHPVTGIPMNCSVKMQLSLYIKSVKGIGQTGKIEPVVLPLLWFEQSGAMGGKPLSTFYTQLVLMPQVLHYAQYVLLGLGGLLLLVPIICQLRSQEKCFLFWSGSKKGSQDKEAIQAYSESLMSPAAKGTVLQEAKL
NSD2 HMT inh: blocks human histone methyltransferase NSD2; O96028; NSD2 peptide methylation, AlphaScreen, 120 min; inhibition, % at 12.5 µM; 0.54% of 310,000 active; AID 743445; in the data active means inhibition above about 50%
MITF act: MITF TRPM1 promoter activation in melanoma cells; activation, % at 12.5 µM; 0.75% of 300,000 active; AID 588334; SK-MEL-5 TRPM1-promoter luciferase, 24 h; % of positive control, neutral wells = 0;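 active means mean activation of at least 80% with every replicate also reaching 80%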;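 further: 0% = neutral control wells and 100% = parthenolide positive control wells; values of inactives mirror those of a sister screen read the other way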
CAL PDZ FP-1: CAL PDZ (human) peptide binding inhibition; inhibition, % at 24.9 µM; AID 602252; 0.92% of 300,000 active; purified CAL PDZ, TMR-peptide fluorescence polarization, 1 h; Q9HD26;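 active means mean inhibition of at least 30% with at least half of replicates also reaching 30%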;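 further: 0% = DMSO neutral control and 100% = excess unlabeled competitor peptide PRC23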
PvdQ acylase: blocks Pseudomonas aeruginosa PvdQ acylase activity; purified PvdQ acylase, fluorescence plate reader; inhibition, % at 10 µM; 0.063% of 340,000 active; AID 488965; in the data active means inhibition above about 30%, passing the limit was not always enough;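 further: 0% = vehicle neutral wells and 100% = reference inhibitor wells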
Rtt109 HAT inh: C. albicans Rtt109 histone acetyltransferase inhibition; Q5AAJ8; purified Rtt109/Vps75, ThioGlo CoA-SH fluorescence, 4 h; inhibition, % at 34.9 µM; 0.16% of 330,000 active; AID 540336;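 active means inhibition of at least 50% in every replicate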
Target sequence (Q5AAJ8 whole entry, looked up): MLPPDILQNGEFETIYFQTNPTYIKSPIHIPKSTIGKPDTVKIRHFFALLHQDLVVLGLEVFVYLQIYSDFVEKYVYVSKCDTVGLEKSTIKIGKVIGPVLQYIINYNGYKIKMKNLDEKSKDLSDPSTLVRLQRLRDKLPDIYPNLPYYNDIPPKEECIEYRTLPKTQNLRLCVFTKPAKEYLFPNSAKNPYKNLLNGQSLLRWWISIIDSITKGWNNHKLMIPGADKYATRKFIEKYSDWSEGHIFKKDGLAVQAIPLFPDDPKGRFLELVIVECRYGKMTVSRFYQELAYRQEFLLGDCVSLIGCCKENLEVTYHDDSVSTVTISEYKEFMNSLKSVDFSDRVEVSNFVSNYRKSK
SR-BI DiI-HDL act: activators of SR-BI mediated HDL lipid uptake; CHO ldlA[mSR-BI] cells, DiI-HDL uptake fluorescence, 3 h; 100 = double the neutral-control signal; activation, % at 12.5 µM; 0.096% of 320,000 active; AID 504775;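 active means mean replicate activation of at least 60% and every replicate at or above 60%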;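 further: 0% = median plate neutral-control signal and 100% = twice that signal; values of inactives mirror those of a sister screen read the other way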
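System: LDL receptor-deficient CHO ldlA cells overexpressing murine SR-BI | Timing: 3 h uptake period with compound, 37 °C | Medium: HEPES-buffered (25 mM, pH 7.4) F12 plus 0.5% BSA | Dosing: Single-point compound dose | Signal: Bottom-read fluorescence, 550/595 nm | Read-out: Retained DiI signal reflecting DiI-HDL uptake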
CAL PDZ FP-2: human CAL PDZ-peptide interaction inhibition; purified CAL PDZ, TMR-peptide fluorescence polarization, 1 h; inhibition, % at 20 µM; 0.02% of 330,000 active; AID 504414;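 active means highest replicate inhibition of at least 40%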;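 further: plate controls were DMSO neutral control wells for no effect and unlabeled competitor peptide control wells for full effect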
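Material: tagged CAL PDZ domain; buffer or medium: 25 mM sodium phosphate pH 7.4, 150 mM NaCl, TCEP, IgG, Thesit; compound dosing: single point, 20 µM; schedule: 1 h incubation at room temperature before polarization reading; measured by: FP readout, S and P plane fluorescence; read-out basis: percent inhibition from loss of millipolarization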
PfHsp90 set2: growth inhibition of yeast expressing Plasmodium Hsp90. S. cerevisiae expressing PfHsp90, BacTiter-Glo ATP, 48 h; yeast lacking PDR1 and PDR3 efflux regulators. inhibition, % at 9.4 µM. 0.32% of 310,000 active;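 active means every replicate shows inhibition above about 80%, whatever the replicate mean, limit read from the data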;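 further: 0% = DMSO neutral controls and 100% = 20 µM radicicol positive controls; yeast relying on Plasmodium falciparum Hsp90 in place of its own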
An asterisk follows results filed as active; . = not tested or not shown.

SMILES | dFosB act | SR-BI HDL uptake | NSD2 HMT inh | MITF act | CAL PDZ FP-1 | PvdQ acylase | Rtt109 HAT inh | SR-BI DiI-HDL act | CAL PDZ FP-2 | PfHsp90 set2
COc1cc(-c2nc3c4ccccc4nc(=S)n3[nH]2)cc(OC)c1OC | -5 | 14 | -11 | -10 | -8 | -17 | -5 | -14 | -20 | 0
CCOc1ccccc1C(=O)NC(C(=O)Nc1cccc(S(N)(=O)=O)c1)C(C)C (configuration not stated) | -9 | -24 | 3 | -3 | -3 | -10 | 0 | 24 | -0.8 | -3
COc1cccc(CN2CCN(CC(=O)NCCc3ccccc3)CC2)c1 | -5 | -3 | -1 | 10 | . | 4 | 8 | 3 | -0.5 | -5
C#CCCC/C(=C\C(=O)N(C)[C@H](C(=O)N(C)[C@H](C(=O)N(C)[C@H](C(=O)N(C)[C@H](C(N)=O)C(C)C)C(C)C)C(C)C)C(C)C)OC | -22 | -7 | . | -9 | -3 | -17 | -3 | 7 | -0.9 | 11
O=C(CCCC(=O)N(c1cccc(F)c1)C(C(=O)NC1CCCC1)c1ccc(O)cc1)Nc1ccccn1 (configuration not stated) | -12 | -1 | -4 | -16 | -2 | -14 | 11 | 1 | -3.3 | -3
CN(C(=O)c1ccc(S(=O)(=O)N2CCCC2)cc1)C1CCS(=O)(=O)C1 (configuration not stated) | -13 | -15 | 11 | 3 | -1 | -10 | 2 | 15 | -4.4 | .
O=C(O)CCCNC(=O)CCn1nnc2ccccc2c1=O | -2 | . | -4 | 0 | 2 | -6 | -22 | . | 0.3 | 22
COc1cc(-c2cc(N)n(S(=O)(=O)c3ccccc3)n2)cc(OC)c1OC | -2 | 33 | . | -5 | 2 | -1 | -4 | -33 | -1.2 | 24
COc1ccc(Cl)cc1NC(=O)C(=O)NCc1ccncc1 | -12 | 28 | -2 | -1 | -3 | 12 | 12 | -28 | -1.7 | 8
CCC1(CC)Cc2ccccc2-c2nc(-c3ccccc3)oc(=O)c21 | -3 | 38 | -4 | -10 | -1 | -4 | -1 | -38 | 0.0 | .
CN1C[C@@H]2C(c3ccccc3)C3(c4ccc(C#N)cc4)CC2(C3)[C@H]1c1ccccc1 (some centres not stated) | 5 | -4 | . | -4 | -2 | 9 | -1 | 4 | -0.5 | 13
COc1cc(CNCCO)cc(Cl)c1OCc1ccccc1Cl | -15 | -7 | 4 | 0 | . | -13 | -4 | 7 | -0.5 | -30

Some of these compounds in order of number of heavy atoms, low to high:
SMILES | dFosB act | SR-BI HDL uptake | NSD2 HMT inh | MITF act | CAL PDZ FP-1 | PvdQ acylase | Rtt109 HAT inh | SR-BI DiI-HDL act | CAL PDZ FP-2 | PfHsp90 set2
O=C(O)CCCNC(=O)CCn1nnc2ccccc2c1=O | -2 | . | -4 | 0 | 2 | -6 | -22 | . | 0.3 | 22
CCC1(CC)Cc2ccccc2-c2nc(-c3ccccc3)oc(=O)c21 | -3 | 38 | -4 | -10 | -1 | -4 | -1 | -38 | 0.0 | .
COc1cc(-c2nc3c4ccccc4nc(=S)n3[nH]2)cc(OC)c1OC | -5 | 14 | -11 | -10 | -8 | -17 | -5 | -14 | -20 | 0

Following part:
SMILES | dFosB act | SR-BI HDL uptake | NSD2 HMT inh | MITF act | CAL PDZ FP-1 | PvdQ acylase | Rtt109 HAT inh | SR-BI DiI-HDL act | CAL PDZ FP-2 | PfHsp90 set2
O=C(O)CCC(=O)N1CCc2cc(S(=O)(=O)NC3CCCC3)ccc21 | -7 | -22 | 1 | 7 | . | -14 | -1 | 22 | -2.2 | .
Cc1ccc(-c2ccc(=O)n(CCC(=O)N3CCN(Cc4ccccc4)CC3)n2)cc1 | -5 | 23 | -1 | -8 | -6 | -11 | -1 | -23 | -1.6 | 10
C[C@H]1O[C@@H](O[C@H]2[C@@H](O)C[C@H](O[C@H]3[C@@H](O)C[C@H](O[C@H]4CC[C@@]5(C)[C@H](CC[C@@H]6[C@@H]5C[C@@H](O)[C@]5(C)[C@@H](C7=CC(=O)OC7)CC[C@]65O)C4)O[C@@H]3C)O[C@@H]2C)C[C@H](O)[C@@H]1O | -5 | 12 | . | -68 | 1 | -3 | 2 | -12 | -1.1 | 4
C/C(=C\c1ccc(Cl)cc1)C(=O)c1c(C)cc(C)[nH]c1=O | -2 | -17 | 4 | -8 | . | -1 | 0 | 17 | -0.7 | 6
CC(=O)Nc1ccc(N(CC(=O)NC2CCCCC2)C(=O)Cn2nnc(-c3ccccc3)n2)cc1 | -8 | 0 | 23 | 0 | -4 | -18 | 14 | 0 | -1.6 | 6
COc1cccc(C2=NOC(C(=O)NCc3cccs3)C2)c1 (configuration not stated) | -3 | 5 | 2 | -12 | -3 | -2 | 0 | -5 | -1.5 | 9
CCCCNc1c(N)n(CCC)c(=O)[nH]c1=O | -2 | -12 | 1 | -9 | -1 | -15 | -8 | 12 | -0.1 | 9
COc1cc(OC)cc(-c2nnc(NC(=O)c3ccc4c(c3)OCCO4)o2)c1 | 26* | 3 | 1 | -12 | -2 | -7 | -7 | -3 | -1.8 | -53
CC(C)N(C(=O)[C@H]1C[C@H](CC(=O)NCc2cccc(C(F)(F)F)c2)C(=O)N2CCc3c([nH]c4cc(-c5ccco5)ccc34)[C@]12C)C(C)C | -18 | 15 | . | -10 | -3 | -9 | 7 | -15 | -0.1 | -25
CC(C)(C)C(=O)Nc1c(Cl)cccc1OC(F)(F)F | 2 | -42 | -1 | -5 | -3 | 1 | 19 | 42 | -0.3 | -4
O=C(CNC(=O)c1cccc(Br)c1)N/N=C/c1cccnc1 | 2 | -23 | -4 | -5 | -8 | -3 | -10 | 23 | -3.7 | -5
O=C(NNC(=O)C1CCCC1)c1cc([N+](=O)[O-])cc([N+](=O)[O-])c1 | -4 | -21 | 2 | 3 | -4 | 12 | 0 | 21 | 0.1 | 9
O=C(NNc1cccc(Cl)n1)Nc1cccc(Cl)c1 | 6 | 0 | -1 | . | -1 | -11 | -4 | 0 | . | .
CCOC(=O)/C(C#N)=C1/C=CNC(=O)N1 | -4 | 4 | 1 | 0 | 5 | 10 | -4 | -4 | . | -5
O=c1ccc2cc(S(=O)(=O)NCc3ccccc3)ccc2[nH]1 | 12 | -21 | . | . | -5 | 1 | 11 | 21 | 0.3 | 18
O=c1[nH]n(-c2ccc([N+](=O)[O-])cc2)c(=O)c2ccccc12 | -44 | -29 | . | 1 | 5 | 12 | 6 | 29 | 0.2 | .
CCCOc1ccc(-c2nc(SCc3ccccc3)[nH]c(=O)c2C#N)cc1OC | -11 | 13 | 66* | 6 | 3 | 9 | -1 | -13 | -1.1 | 52
Cc1cc(C)c(S(=O)(=O)N2CCCCC2CCNC(=O)C(=O)NCc2ccco2)c(C)c1 (configuration not stated) | -11 | 21 | 3 | -7 | -1 | -7 | 4 | -21 | 0.1 | -6
Cc1cccc(C(=O)Nc2oc(-c3ccccc3)cc2C#N)c1 | -9 | 34 | -1 | 4 | -15 | -6 | 0 | -34 | -4.7 | -2
O=C(NCc1ccco1)C(c1cccnc1)N(C(=O)Cn1nnc2ccccc21)c1ccccc1 (configuration not stated) | -10 | -25 | 0 | -2 | -4 | -26 | 6 | 25 | . | -3
COc1ccccc1CC(=O)Nc1cccc(C(=O)NN2C(=O)c3ccccc3C2=O)c1 | 0 | 10 | 1 | -3 | -2 | -3 | 7 | -10 | -1.3 | -16
CC(C)CNC(=O)CC(=O)N/N=C/c1ccc(F)cc1 | 2 | -15 | -1 | 3 | -4 | -13 | 5 | 15 | -1.4 | 20
Cc1ccccc1NC(=O)c1ccc(NC(=O)c2ccco2)cc1 | -8 | 15 | 7 | 12 | 1 | -8 | 6 | -15 | -2.1 | -28
COC(=O)c1cc2ccccc2n1Cc1ccc(Cl)nc1 | 2 | -6 | -5 | -5 | -1 | 9 | -4 | 6 | -1.0 | 7
CC(=O)c1cccc(NC(=O)N2CCC(NC(=O)C3CCCCC3)CC2)c1 | -5 | 7 | -2 | 7 | -4 | -11 | -5 | -7 | -3.8 | -1
COc1cccc(C2CC(=O)Nc3cc4c(cc32)CCC4)c1 (configuration not stated) | -11 | -11 | 2 | -22 | -2 | 7 | 28 | 11 | -0.5 | 20
O=C(CSc1nnc(-c2ccc(C(F)(F)F)cn2)o1)Nc1cccc(Cl)c1 | 1 | 0 | -12 | . | -5 | -6 | -6 | 0 | -0.4 | -10
Cn1c2c(c(=O)n(C)c1=O)C1c3cc(Cl)ccc3OCC1CO2 (configuration not stated) | -1 | 14 | -1 | 0 | -3 | 7 | 12 | -14 | . | 3
CN1C(=O)c2ccccc2C(C(=O)NCc2ccco2)C1c1c[nH]c2ccccc12 (configuration not stated) | -2 | -31 | 3 | -9 | -4 | -17 | 2 | 31 | -2.3 | -11
Cc1[nH]c2ccccc2c1Cc1nnc(SCc2ccccc2)o1 | -7 | 6 | . | 10 | -3 | -13 | 6 | -6 | 0.2 | 1
COC(=O)[C@H](Cc1c[nH]c2ccccc12)NCc1cccc(B(O)O)c1 | -9 | -10 | . | 30 | -7 | -2 | 7 | 10 | 0.3 | -15
CC(CC(=O)N1CCN(c2ccccc2F)CC1)c1ccccc1 (configuration not stated) | -6 | 3 | -3 | 8 | -2 | 4 | -2 | -3 | -0.3 | 20
CCn1c(SCC(=O)NCc2ccco2)nc2c1c(=O)n(C)c(=O)n2C | 7 | -6 | -3 | -4 | -5 | -1 | -8 | 6 | 0.0 | -7
CCOC(=O)c1sc(-c2cccs2)nc1C | -13 | -5 | -3 | 52 | -3 | -9 | -2 | 5 | -1.8 | -9
COc1ccc(NC(=O)CN(C)C(=O)c2ccc(COc3ccccc3)o2)cc1 | -9 | -32 | 10 | 5 | -5 | -1 | -9 | 32 | -1.9 | .
COc1ccc(C(=O)OCC(=O)NC(C)CCc2ccccc2)cc1 (configuration not stated) | -5 | -15 | 0 | -13 | -7 | -17 | -2 | 15 | . | -12
Cc1cc(C)n(-c2ccc(Cl)c(C(=O)O)c2)n1 | -2 | -15 | 8 | 7 | 0 | 1 | 16 | 15 | -2.5 | 3
Cc1cnccc1CNC(=O)CC1C(=O)NCCN1CC(C)(C)C (configuration not stated) | 3 | -13 | 3 | -13 | 0 | -6 | -7 | 13 | -0.5 | -6
Cc1cc(N)n(Cc2cccs2)n1 | -5 | -11 | 2 | . | . | 6 | 8 | 11 | -0.3 | -3
CSc1nc(N)nc2c1ncn2CC(=O)NCC1CCCO1 (configuration not stated) | 2 | -6 | . | -2 | -2 | -16 | -1 | 6 | 0.0 | 9
COC(=O)c1cc(S(=O)(=O)NCC2CCN(Cc3ccc(C)cc3)CC2)c[nH]1 | -7 | 7 | 5 | -6 | -2 | -22 | -5 | -7 | -1.6 | 13
COc1cc(CNC(=O)C2CC2)ccc1OCc1ccccc1 | 4 | 3 | 1 | 68 | 2 | -2 | . | -3 | -1.0 | 5
